S100A4 MyoIIA: S100A4-myosin IIA interaction inhibition. P26447. actives 0.14% (n = 360,000). S100A4/TAMRA-MyoIIA peptide fluorescence polarization. inhibition, % at 10.7 µM;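 active = mean inhibition of at least 70% across replicates, with every replicate also reaching that level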
Target sequence (P26447 whole entry, looked up): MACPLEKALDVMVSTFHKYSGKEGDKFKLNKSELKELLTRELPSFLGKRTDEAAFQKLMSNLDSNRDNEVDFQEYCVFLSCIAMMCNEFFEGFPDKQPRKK
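Test system – S100A4 monomer (human) · Compound – single-point compound testing · Schedule – 5 min incubation before reading · Probe or stimulus – TAMRA-labelled myosin IIA heavy-chain peptide probe, 5 nM · Benchmarks – neutral control DMSO, positive control TFP · Medium – Calcium-containing HEPES buffer, pH 7.2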
C2C12 statin: suppression of simvastatin myotoxicity; C2C12 myotubes + simvastatin, ATP luminescence, 48 h; scaled: DMSO 0, geranylgeraniol control 100; rescue of ATP level, % at 7.49 µM; actives 0.78% (n = 330,000); AID 602340;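 active = mean ATP rescue above about 67%, or every replicate alone reaching that limit, limit read from the data, passing the limit was not always enough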;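 note: myotubes were challenged with 10 µM simvastatin during compound exposure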
SIRT5 inh: inhibitors of human sirtuin-5 desuccinylase; Purified SirT5, succinyl-peptide AMC, trypsin-coupled fluorescence; inhibition, % at 15 µM; actives 1.1% (n = 330,000); in the data active = inhibition above about 15%
Target sequence (Q9NXA8 whole entry, looked up): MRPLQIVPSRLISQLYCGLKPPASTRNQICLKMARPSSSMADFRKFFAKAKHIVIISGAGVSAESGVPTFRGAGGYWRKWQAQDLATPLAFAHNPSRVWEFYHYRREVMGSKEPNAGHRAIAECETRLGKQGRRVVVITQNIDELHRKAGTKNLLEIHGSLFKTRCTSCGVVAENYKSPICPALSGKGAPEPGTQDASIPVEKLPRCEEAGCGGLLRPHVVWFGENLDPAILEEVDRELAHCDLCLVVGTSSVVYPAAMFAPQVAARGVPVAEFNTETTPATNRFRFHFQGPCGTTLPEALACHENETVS
esBAF inh: SWI/SNF esBAF complex inhibition. AID 602393. reporter increase, % at 12.5 µM. mouse ES cells, Bmi1-luciferase knock-in reporter, 24 h; 100% = twice the neutral-well signal. actives 2% (n = 350,000); in the data active = activation above about 40%;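 note: 0% = median of the plate's neutral control wells and 100% = double that signal; a rise in the Bmi1 reporter signal indicates esBAF inhibition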
FN deposition inh: fibronectin deposition inhibition; AH1F fibroblasts, Alexa488-fibronectin deposition fluorescence, overnight; inhibition, % at 12.6 µM; actives 0.086% (n = 350,000);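 active = mean inhibition across replicates of 30% or more, regardless of how many single replicates reach that level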;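 note: positive control wells lacked labelled fibronectin entirely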
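Material: AH1F fibroblasts assembling fluorescent fibronectin matrix; amount: 10000 AH1F cells/well; medium: DMEM, 2% serum; reagent: Alexa488-fibronectin, 24 nM final in well; dosing: single compound dose, delivered by pin transfer; incubation: 1 h adhesion, overnight exposure; detection: fluorescence after three HBSS washes, excitation 485 nm, emission 525 nm; measure: fibronectin deposition inhibition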
LGR2 antag: blocks bursicon-induced cAMP signaling via Drosophila LGR2; HEK293 LGR2, CRE-luciferase, bursicon-stimulated, 4 h; inhibition, % at 9.99 µM; actives 0.35% (n = 380,000); AID 720647;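 active = drop in luminescence signal, shown as inhibition above about 50% in the replicate tests, limit read from the data, passing the limit was not always enough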;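 note: agonist challenge used bursicon conditioned medium at about half maximal strength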
Casp6 inh: blocks human caspase-6 cleavage activity. purified caspase-6, Z-VEID-R110 cleavage fluorescence. inhibition, % at 12.5 µM. actives 0.53% (n = 350,000);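 active = mean inhibition across replicates at least about 35%, with every replicate also reaching that limit, limit read from the data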;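 note: 0% = median of neutral control wells and 100% = no fluorescence left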
Target sequence (P55212 24-179 limits assumed): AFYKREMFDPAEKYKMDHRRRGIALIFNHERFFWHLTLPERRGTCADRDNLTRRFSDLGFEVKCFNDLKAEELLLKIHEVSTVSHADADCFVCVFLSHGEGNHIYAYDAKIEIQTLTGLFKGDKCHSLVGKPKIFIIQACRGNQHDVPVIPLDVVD
Target sequence (P55212 194-293 limits assumed): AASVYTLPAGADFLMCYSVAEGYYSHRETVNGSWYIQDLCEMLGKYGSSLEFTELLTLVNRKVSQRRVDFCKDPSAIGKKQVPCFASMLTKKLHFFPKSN
Numbers without * were called inactive; x = not tested or not shown; & = joins results of further samples.

Sequence of screens – S100A4 MyoIIA, C2C12 statin, SIRT5 inh, esBAF inh, FN deposition inh, LGR2 antag, Casp6 inh
COC(=O)c1cn(Cc2ccc(C(F)(F)F)cc2)cc(F)c1=O
 : -8, 103*, -2, 4, 4, 3, 1
CC(C)(C)OC(=O)N1CCC(C(=O)N[C@H](C(=O)O)c2ccccc2)(c2ccccc2)CC1
 : 3, 5, -2, 2, -5, 3, 2
C[C@@H]1CN([C@H](C)CO)C(=O)Cc2cc(NS(=O)(=O)c3ccc(F)cc3)ccc2O[C@@H]1CN(C)S(=O)(=O)c1ccccc1
 : -4, 0, 3, -3, x, -9, 0
CC(=O)c1cc(CN2CCC(N3CCC(C(=O)NC(C)C)CC3)CC2)cs1
 : -6, x, -2, x, -1, 10, -9
CCC(=O)Oc1ccc(/C(CC)=C(\CC)c2ccc(OC(=O)CC)cc2)cc1
 : -2&-15, 0, -3, 8, -5, 17, x
CCOC(=O)C1CCN(C(=O)/C(=C/c2ccccc2)NC(=O)c2ccccc2)CC1
 : 3, -6, -1, 7, 0, 6, 0
COC(=O)CSc1nnc(SCc2ccc(Cl)cc2)s1
 : x, -2, x, -24, 3, x, x
CCC(=O)Nc1ccc2c(c1)OC[C@H](C)N(C(=O)c1cccnc1)C[C@@H](C)[C@@H](OC)CN(C)C2=O
 : -1, -10, 3, -7, -19, 10, 0
C[C@@H]1CN([C@H](C)CO)C(=O)c2cccc(NC(=O)Nc3cccc4ccccc34)c2O[C@@H]1CN(C)CC1CCCCC1
 : 4, 18, 5, -4, x, -11, 1
CC1=CC(C)(C(Cl)(Cl)Cl)C(C)=CC1=NO (stereo not drawn)
 : -1, -2, x, 4, x, 10, -3
O=C(NCCc1ccccc1)C1CCN(C(=O)Nc2ccccc2)CC1
 : 4, 2, -8, 31, 0, -28, -3
COc1ccc(C2=NS(=O)(=O)N(C)C(C(=O)N(C)Cc3ccccc3)=C2)cc1OC
 : -2, 8, 1, -3, 18, -12, -2
COc1ccccc1CNC1CCCc2ccccc21 (stereo not drawn)
 : -3, -6, -1, -6, 7, 9, -4
CNC[C@@H]1Oc2cc(-c3cncnc3)ccc2S(=O)(=O)N([C@H](C)CO)C[C@H]1C
 : -6, -4, 1, -8, 7, -5, -3
C[C@H](O)C#Cc1ccc2c(c1)O[C@H](CN(C)C(=O)C1CCCCC1)[C@H](C)CN([C@@H](C)CO)S2(=O)=O
 : 14, -2, 9, -27, x, 1, 1

Following part:
Sequence of screens – S100A4 MyoIIA, C2C12 statin, SIRT5 inh, esBAF inh, FN deposition inh, LGR2 antag, Casp6 inh
COc1ccc(S(=O)(=O)N(C)C[C@@H]2Oc3ccc(N(C)C)cc3C(=O)N([C@@H](C)CO)C[C@H]2C)cc1
 : -5, -25, 0, 0, x, 7, 0
COc1ccc(CN2C(=O)c3ccccc3C2c2nnnn2-c2c(C)cccc2C)cc1OC (stereo not drawn)
 : 4, x, 1, x, -9, -15, -2
Cn1cc(-c2ccc(C(=O)Nc3cccc(Oc4ccccc4)c3)c3occc23)cn1
 : -1, -2, x, 27, 5, -10, -1
CO[C@@H](CN(C)S(=O)(=O)c1cccc(Cl)c1)[C@@H](C)CN([C@H](C)CO)S(=O)(=O)c1ccc(Cl)cc1
 : 10, 12, -3, 9, 8, 15, 0
O=C(NC1CCCCCCC1)C1CCN(S(=O)(=O)N2CCC3(CC2)OCCO3)CC1
 : 1, -4, -3, 0, x, 5, 8
Fc1ccc(NC(=S)Nc2cccc3cnccc23)cc1
 : -1, x, -5, x, 2, 9, 36*
CCc1nnc(NC(=O)CCC(=O)NCc2ccccc2OC)s1
 : x, 8, x, -1, 8, x, x
COc1ccc(-c2ccc3c(n2)CCCN3S(=O)(=O)c2ccccc2C)cc1
 : 2, x, x, x, 2, -10, -8
Cn1c(=O)c2c(nc(SC3C(=O)CC(C)(C)CC3=O)n2C)n(C)c1=O
 : x, 26, x, -8, -9, x, x
[O-][n+]1cccc2cccc(O)c21
 : -2, 5, -3, 9, 7, 13, 25
CC1CC2C3CCC4=CC(=O)C=CC4(C)[C@@]3(Cl)C(O)CC2(C)C1(O)C(=O)CO (stereo partly drawn)
 : -1, 0, -1, 8, 1, -14, 1
COc1ccc(-n2c(-c3ccc(C)cc3)n[nH]c2=S)cc1
 : -2, x, -1, x, -4, -6, 0
COCOCCn1cc(CN2CCS(=O)(=O)N(Cc3ccc(-c4cccc(CO)c4)cc3)C(C(C)C)C2=O)nn1 (stereo not drawn)
 : -2, -2, -3, 1, 2, 0, 3
Cc1ccc(S(=O)(=O)N2CCC(=O)N(C(COCc3cccc(C)c3)C(C)C)CC2)cc1 (stereo not drawn)
 : x, 6, x, -2, 7, -10, x
C[C@@H](NC(=O)N(C)C[C@H]1OCc2ccccc2-c2c(n(C)c3ccccc23)C(=O)N([C@@H](C)CO)C[C@@H]1C)c1ccccc1
 : -5, x, x, -1, 6, 2, 0

Exported comma-delimited: part of the list above.
SMILES,S100A4 MyoIIA,C2C12 statin,SIRT5 inh,esBAF inh,FN deposition inh,LGR2 antag,Casp6 inh
CCOC(=O)C1CCN(C(=O)/C(=C/c2ccccc2)NC(=O)c2ccccc2)CC1,3,-6,-1,7,0,6,0
CCC(=O)Nc1ccc2c(c1)OC[C@H](C)N(C(=O)c1cccnc1)C[C@@H](C)[C@@H](OC)CN(C)C2=O,-1,-10,3,-7,-19,10,0
C[C@@H]1CN([C@H](C)CO)C(=O)c2cccc(NC(=O)Nc3cccc4ccccc34)c2O[C@@H]1CN(C)CC1CCCCC1,4,18,5,-4,x,-11,1
Cn1c(=O)c2c(nc(SC3C(=O)CC(C)(C)CC3=O)n2C)n(C)c1=O,x,26,x,-8,-9,x,x
COC(=O)CSc1nnc(SCc2ccc(Cl)cc2)s1,x,-2,x,-24,3,x,x

Complete entries from above.
COc1ccc(CN2C(=O)c3ccccc3C2c2nnnn2-c2c(C)cccc2C)cc1OC (stereo not drawn) reads S100A4 MyoIIA: 4; C2C12 statin: x; SIRT5 inh: 1; esBAF inh: x; FN deposition inh: -9; LGR2 antag: -15; Casp6 inh: -2
CO[C@@H](CN(C)S(=O)(=O)c1cccc(Cl)c1)[C@@H](C)CN([C@H](C)CO)S(=O)(=O)c1ccc(Cl)cc1 reads S100A4 MyoIIA: 10; C2C12 statin: 12; SIRT5 inh: -3; esBAF inh: 9; FN deposition inh: 8; LGR2 antag: 15; Casp6 inh: 0

An excerpt from above in order of their number in SIRT5 inh, ascending.
compound	SIRT5 inh
Fc1ccc(NC(=S)Nc2cccc3cnccc23)cc1	-5
[O-][n+]1cccc2cccc(O)c21	-3
CC1CC2C3CCC4=CC(=O)C=CC4(C)[C@@]3(Cl)C(O)CC2(C)C1(O)C(=O)CO (stereo partly drawn)	-1
COc1ccc(S(=O)(=O)N(C)C[C@@H]2Oc3ccc(N(C)C)cc3C(=O)N([C@@H](C)CO)C[C@H]2C)cc1	0
COc1ccc(CN2C(=O)c3ccccc3C2c2nnnn2-c2c(C)cccc2C)cc1OC (stereo not drawn)	1

(further entries)
Sequence of screens – S100A4 MyoIIA, C2C12 statin, SIRT5 inh, esBAF inh, FN deposition inh, LGR2 antag, Casp6 inh
COc1ccccc1CNC(=O)C1CCN(S(=O)(=O)c2ccc3nc4c(c(C(=O)O)c3c2)CCCC4)CC1
 : -1, -12, 0, 3, 6, 4, 50*
COc1ccc(S(=O)(=O)Nc2ccc3c(c2)C(=O)N([C@@H](C)CO)C[C@@H](C)[C@H](CN(C)S(=O)(=O)c2ccc(C)cc2)OCCCC[C@H](C)O3)cc1
 : -5, x, 5, 2, -6, -31, -2
COc1ccc([C@H]2CC(=O)C[C@@H](CCn3cc(C(C)C)nn3)O2)cc1
 : -6, x, x, x, -2, -13, -1
CCCn1c2ccccc2c2cnn(CC(=O)N(CC)CC)c(=O)c21
 : -2, 4, -5, -2, -8, 0, 0
NCC(=O)CCC(=O)O
 : 7, -9, -2, 0, 5, x, 7
Clc1cc(Cl)cc(Nc2ncn[nH]2)c1
 : 2, 0, -2, 1, 10, 7, -3
COc1ccc(C(=O)Nc2cc(C(F)(F)F)ccc2-n2cncn2)cc1
 : x, 1, x, 5, 7, x, x
CN(C)Cc1cn(CC[C@H]2CC[C@H](NC(=O)Nc3ccc4c(c3)OCO4)[C@H](CO)O2)nn1
 : 8, 10, 0, 2, -5, 10, 22
C[C@@H]1CCCCO[C@H](CN(C)C(=O)NC2CCCCC2)[C@H](C)CN([C@H](C)CO)C(=O)c2cc(N(C)C)ccc2O1
 : -11, -25, 3, 7, -6, 10, 6
CCC(=O)N1[C@@H]2c3ccc(-c4cccnc4)c(=O)n3C[C@H]1[C@H](CO)[C@H]2C(=O)NC1CCC1
 : -13, -5, -38, -2, x, -6, 1
COc1ccc(CCNC(=O)C2(C)CCC(=O)N2Cc2ccc3c(c2)OCO3)cc1OC (stereo not drawn)
 : -2, -4, -2, 1, -7, -8, -2
CCC1=C(OC(=O)N(CC)CC)N2C(=O)OC(=NCc3ccccc3)[C@]2(C)[C@H]2C1=CC[C@H]1C(=O)NC(=O)[C@H]12
 : 0, 6, x, -1, -6, 15, 0
COc1ccccc1C1NC(=O)NC(C)=C1C(=O)OC1CCC(C)CC1 (stereo not drawn)
 : 3, 12, x, -2, 4, 14, -1
O=C(Cc1ccccc1)N1CC(=O)N2[C@H](C1)[C@H](c1ccc(-c3cccc(F)c3)cc1)[C@@H]2CO
 : 3, x, 3, x, x, 5, -3
C[C@H](CO)N1C[C@H](C)[C@H](CN(C)Cc2ccc3c(c2)OCO3)Oc2c(NS(=O)(=O)c3ccccc3)cccc2C1=O
 : -14, -10, 5, -9, x, 0, 0

New compounds follow:
Sequence of screens – S100A4 MyoIIA, C2C12 statin, SIRT5 inh, esBAF inh, FN deposition inh, LGR2 antag, Casp6 inh
COc1cc(C(=O)N2CCc3ccccc32)cc(OC)c1OC
 : 0, 4, 0, -6, 3, 16, -2
CCC(=O)N1CC2(C1)CN(C(=O)c1cnccn1)[C@@H](CO)c1c2c2ccc(OC)cc2n1C
 : 3, x, -1, x, 0, 1, 0
COc1ccc(/C=N/NC(=O)c2cnccn2)c(OC)c1OC
 : 1, -5, -6, 4, 1, -4, -1
COc1ccc(OC)c(N2C(=NC(=O)C3CCCCC3)SC3CS(=O)(=O)CC32)c1 (stereo not drawn)
 : 17, -8, -7, 2, -8, 10, -8
CCOc1ccc(C(=O)NNC(=O)CCNC(=O)c2ccco2)cc1OC
 : 10, 9, 1, -2, 6, 2, -1
COc1ccc(NC(=O)Nc2ccc3c(c2)[C@H]2C[C@H](CC(=O)N(C)C)O[C@@H](CO)[C@H]2O3)cc1
 : 0, 0, -4, 4, 8, -3, 2
CCn1c(SCC(=O)Nc2nccs2)nnc1-c1cccnc1
 : -2, 7, 5, -10, -6, 0, 14
Cc1cc(=O)c(C(=O)O)nn1-c1ccccc1[N+](=O)[O-]
 : 2, 1, -2, -9, -13, 11, 3
CCOC(=O)c1c(C)[nH]c(C(C)=NNC(=O)c2cccs2)c1C
 : -4, 10, -3, 77*, -3, -92, 0
Cc1ccc(CNC(=O)c2nn(C)c(C)c2[N+](=O)[O-])cc1
 : -1, x, -6, x, 3, 1, -1
CO[C@H]1CN(C)C(=O)c2cc(NC(=O)Nc3ccc(F)cc3)ccc2OC[C@@H](C)NC[C@H]1C
 : 3, -10, -1, -4, -4, -4, -2
O=C(C1CC1)N1CC(=O)N2[C@H](CO)[C@@H](c3ccc(C#Cc4cccc(F)c4)cc3)[C@@H]2C1
 : 5, x, 3, x, 8, -1, 0
Cc1[nH]n(C(N)=S)c(=O)c1N=Nc1ccc(Cl)cc1Cl
 : 5, x, -2, x, -2, -36, -1
COc1cc(CN2CCC(C(=O)N3CCN(c4ccccc4F)CC3)CC2)ccc1O
 : x, 10, x, 5, -6, x, x
CN1CCN(C(=O)C[C@@H]2C[C@@H]3c4cc(NC(=O)Nc5ccccc5)ccc4O[C@@H]3[C@@H](CO)O2)CC1
 : x, 2, x, 2, -7, 1, x
CN1C(=O)[C@@H]2[C@H](C1=O)[C@@H]1C(=O)Nc3ccccc3C(=O)N1[C@@H]2c1ccc(Br)cc1
 : 1, -12, -2, -2, -7, -5, 5

Screening data from PubChem BioAssay.

Some of the compounds tested; count on the stated rates, not on these rows.
